Screens as filed in PubChem.
Bcl-2 Bim block – human Bim-Bcl-2 interaction inhibition; P10415; Bead-based flow cytometry, Bim peptide-Bcl-2 binding; inhibition, % at 10 µM; actives 0.06% (n = 190,000); in the data active means inhibition above about 40%; inconclusive means no clear call, values can overlap the other calls;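 further: 0% = no compound wells with probe peptide and 100% = reference peptide inhibitor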
Target sequence (P10415 whole entry, looked up): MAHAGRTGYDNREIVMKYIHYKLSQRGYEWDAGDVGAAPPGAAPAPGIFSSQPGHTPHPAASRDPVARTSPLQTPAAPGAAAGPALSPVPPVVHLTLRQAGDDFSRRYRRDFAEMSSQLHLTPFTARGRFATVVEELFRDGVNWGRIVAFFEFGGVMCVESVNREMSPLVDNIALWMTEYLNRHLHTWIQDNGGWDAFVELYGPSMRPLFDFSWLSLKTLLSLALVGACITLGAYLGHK
ABCG2 block – human ABCG2 inhibition, ABCB1 as counter-screen | Q9UNQ0 | IgMXP3 cells, JC-1 efflux, flow cytometry | inhibition, % at 6.6 µM | actives 0.1% (n = 190,000) | AID 1325;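 active means inhibition above 80%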;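 further: 0% = DMSO and 100% = nicardipine control wells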
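Test system: IgMXP3 cells (ABCG2) mixed with DDAO far-red-labelled CCRF-Adr cells (ABCB1). Reagent: JC-1 transporter substrate. Compound dosing: single test compound dose, 6.6 µM final. Times: 10 min compound exposure, 25 °C. Detection: flow cytometry of retained JC-1 fluorescence. Read-out basis: efflux inhibition in percent versus controls. Controls: nicardipine and DMSO wells.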
Bcl-XL Bim block – human Bim-Bcl-XL interaction inhibition. Q07817. Bim peptide-Bcl-XL binding, bead flow cytometry, fluorescence. inhibition, % at 10 µM. actives 0.04% (n = 190,000). AID 1007
Target sequence (Q07817 whole entry, looked up): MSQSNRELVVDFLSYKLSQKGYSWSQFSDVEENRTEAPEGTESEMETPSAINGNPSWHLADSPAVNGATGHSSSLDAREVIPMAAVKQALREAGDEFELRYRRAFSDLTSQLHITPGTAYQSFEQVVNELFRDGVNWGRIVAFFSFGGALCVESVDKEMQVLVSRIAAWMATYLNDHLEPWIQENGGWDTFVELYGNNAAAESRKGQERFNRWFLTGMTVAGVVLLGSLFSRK
Bim-Bcl-W – inhibitors of Bim-Bcl-W interaction, human; actives 0.02% (n = 190,000); inhibition, % at 10 µM; bead-based flow cytometry, Bim peptide-Bcl-W binding; Q92843; AID 952;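 further: 0% = bound tracer without compound and 100% = peptide blocker; higher means less fluorescent Bim peptide bound to Bcl-W beads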
Target sequence (Q92843 whole entry, looked up): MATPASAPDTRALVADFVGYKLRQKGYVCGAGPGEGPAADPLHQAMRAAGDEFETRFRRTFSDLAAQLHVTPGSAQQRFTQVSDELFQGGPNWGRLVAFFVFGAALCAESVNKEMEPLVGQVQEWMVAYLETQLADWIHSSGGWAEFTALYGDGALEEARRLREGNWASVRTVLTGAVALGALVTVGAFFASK
RGS4-Gao reg – modulates binding of RGS4 to human Galphao; Multiplexed bead flow cytometry; actives lie on both sides; actives 0.33% (n = 220,000); binding response (% of control), % at 10 µM; AID 1415; in the data active means binding response below about 49% or above about 150%; inactive means in between;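 further: fluorescent Galphao activated with aluminum fluoride binding bead-coupled RGS4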
Target sequence (P09471 whole entry, looked up): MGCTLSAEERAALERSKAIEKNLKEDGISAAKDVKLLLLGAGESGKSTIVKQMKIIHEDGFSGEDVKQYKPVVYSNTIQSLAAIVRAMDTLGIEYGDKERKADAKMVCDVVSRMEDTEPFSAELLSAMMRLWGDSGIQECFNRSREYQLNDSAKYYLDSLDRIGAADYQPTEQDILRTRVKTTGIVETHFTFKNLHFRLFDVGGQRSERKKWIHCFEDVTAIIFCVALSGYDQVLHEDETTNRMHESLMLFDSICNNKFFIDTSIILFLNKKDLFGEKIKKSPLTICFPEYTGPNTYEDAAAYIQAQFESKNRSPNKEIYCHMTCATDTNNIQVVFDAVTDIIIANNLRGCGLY
RGS8-Gao reg – modulates binding of RGS8 to human Galphao. P09471. response (percent of control binding), % at 10 µM. actives 0.34% (n = 220,000). multiplexed bead flow cytometry; actives lie on both sides; in the data active means response below about 60% or above about 140%; inactive means in between;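 further: Galphao activated as the GDP aluminium fluoride complex binding bead-coupled RGS8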
RGS7-Gao – modulates binding of RGS7 to human Galphao. AID 1439. actives 0.35% (n = 220,000). Multiplexed bead flow cytometry; actives lie on both sides. binding response (% of control), % at 10 µM. P09471; in the data active means binding response below about 49% or above about 150%; inconclusive means no clear call, values can overlap the other calls; inactive means in between;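 further: fluorescent Galphao held in activated GDP-AlF4 state binding bead-coupled RGS7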
Bim-Bcl-B – human Bim-Bcl-B interaction inhibition; Q9HD36; inhibition, % at 10 µM; bead-based flow cytometry, Bim peptide-Bcl-B binding; actives 0.073% (n = 190,000);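 further: 0% = tracer peptide without compound and 100% = reference inhibitor peptide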
Bim-Bfl-1 – disrupts Bim binding to human Bfl-1 | Q16548 | inhibition, % at 10 µM | Bead-based flow cytometry, Bim-Bfl-1 binding inhibition | AID 1008 | actives 0.12% (n = 190,000);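 further: 0% = wells without compound plus tracer and 100% = blocker peptide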
ABCB1 block – blocks JC-1 efflux by human ABCB1 transporter | actives 0.067% (n = 190,000) | CCRF-Adr cells, flow cytometry | inhibition, % at 6.6 µM | P08183; in the data active means inhibition above about 40%;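 further: 0% = vehicle and 100% = reference inhibitor; higher value means more JC-1 retained so stronger ABCB1 efflux block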
GSH bead fluor – GSH bead compound fluorescence profile | GSH beads flow cytometry, compound fluorescence 488/530 nm; active compounds read high | fluorescence (KMESF) at 10 µM | actives 0.25% (n = 190,000); in the data active means fluorescence above about 89;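 further: glutathione beads carrying GST-tagged Bcl family fusion proteins plus one bare bead set; values are compound well signal with DMSO vehicle wells as background; inactives centre near 16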
* = called active by the depositor; ? = inconclusive; nt = not tested or not shown; [ ] = remark or other dose. Unless noted, no stated cut-off is given here; in the data, active means inhibition above about 40%.

SMILES | Bcl-2 Bim block | ABCG2 block | Bcl-XL Bim block | Bim-Bcl-W | RGS4-Gao reg | RGS8-Gao reg | RGS7-Gao | Bim-Bcl-B | Bim-Bfl-1 | ABCB1 block | GSH bead fluor
O=S(=O)(NCc1ccccc1)c1cccs1 | -6 | 0 | -7 | 0 | 96 | 98 | 100 | -6 | -13 | -0.1 | 54
CCSc1nc(C)nc2c1oc1ccccc12 | -8 | 2 | 4 | 2 | 93 | 96 | 95 | -7 | -11 | 0.3 | 40
COc1cccc(C(=O)/C=C/Nc2ccc(S(=O)(=O)Nc3ncccn3)cc2)c1 | -1 | 4 | -2 | 0 | 95 | 95 | 102 | -2 | -9 | 0.0 | 13
COC(=O)[C@@]1(Cc2ccc(OC)cc2)[C@H]2c3cc(C(=O)N(C)C)[nH]c3C[C@H]2CN1C(=O)c1ccccc1 | -3 | 9 | 0 | 0 | 101 | 106 | 104 | -1 | 4 | 4.5 | 21
CN1CCN(c2ccc(-c3ccnn3C(=O)Nc3cccc(C(F)(F)F)c3)cc2)CC1 | 1 | 2 | 0 | -1 | 101 | 101 | 104 | 0 | -2 | 0.6 | 10
O=C(Cn1nnc(-c2ccncc2)n1)N(C1CCCCC1)C1CCCCC1 | 2 | 3 | -3 | -2 | 97 | 102 | 95 | 1 | -4 | 1.2 | 50
CCCCCCCOC(=O)c1ccc(OC(=O)c2cccnc2)cc1 | -2 | 8 | 0 | 2 | 102 | 101 | 99 | -2 | -14 | 0.0 | 21
COc1ccc(-c2csc(N3CCC(c4ccccc4)CC3)n2)cc1 | -1 | 1 | 0 | 3 | 99 | 104 | 102 | -4 | -1 | 0.3 | 18
CC(C)c1ccc2c(c1)C1Cc3ccccc3C1N2 (stereo not given) | 1 | 0 | -7 | -2 | 101 | 99 | 101 | -6 | -10 | 0.1 | 13
C=CCC1S/C(=N/N=C/c2cccs2)NC1=O (stereo not given) | -5 | 4 | 0 | 0 | 101 | 103 | 101 | -2 | -6 | 0.4 | 12
CCCCOC(=O)CN1C(=O)c2ccc(C(=O)OCCCC)cc2C1=O | -1 | 1 | 1 | -2 | 94 | 99 | 95 | 0 | -5 | -2.3 | 20
COC(=O)c1ccccc1NC(=O)C1CCCN(S(=O)(=O)c2ccc(F)cc2)C1 (stereo not given) | -4 | 1 | 0 | 0 | 100 | 102 | 98 | -1 | 1 | 0.6 | 24
O=c1[nH]c2cc3c(cc2cc1CN(CC1CCCO1)S(=O)(=O)c1ccc(Cl)cc1)OCCO3 (stereo not given) | 4 | 2 | 1 | 5 | 110 | 147*[activator] | 110 | 3 | 6 | 0.9 | 17
CSc1nc(O)c(/C=C2\C=Nc3ccccc32)[nH]1 | -4 | -5 | -5 | -5 | 99 | 105 | 99 | -9 | -5 | -1.0 | 15
COc1ccc(NC(=O)C2C3CCC4C(CCC32)C4(Cl)Cl)cc1 (stereo not given) | -2 | 3 | -5 | -3 | 102 | 99 | 100 | -3 | -1 | 0.4 | 5
C=CCn1c(SCC(=O)Nc2cc(C)on2)nc2sc3c(c2c1=O)CCCC3 | -9 | 4 | -5 | 1 | 101 | 98 | 95 | -7 | -10 | 0.7 | 13
CCN(CC)CCCNC(=O)C1CCC(=O)N(c2ccc(OC)cc2)C1c1ccc(F)cc1 (stereo not given) | -5 | -1 | 0 | 0 | 97 | 99 | 97 | 0 | -2 | -2.4 | 20
O=c1[nH]c(=S)c2c(n1-c1ccccc1)CCC2 | -13 | -1 | -5 | -2 | 106 | 102 | 103 | -11 | -16 | 1.4 | 12
CCCCCCC1CC(CCC(=O)Nc2ccc([N+](=O)[O-])cc2)C(=O)O1 (stereo not given) | -6 | 7 | -7 | -2 | 102 | 103 | 104 | -7 | -9 | 0.8 | 18
Cc1cc(C)c(Cc2c(C)nc3c(C(=O)NCc4ccco4)cnn3c2C)c(C)c1 | -9 | 23 | -4 | -1 | 100 | 101 | 99 | -10 | -10 | 1.6 | 31
COc1ccc(N(CC(=O)Nc2cc(C(=O)O)ccc2C)S(=O)(=O)c2c(C)noc2C)cc1 | -7 | -1 | -4 | 1 | 97 | 101 | 94 | -3 | -10 | 0.1 | 14
COc1ccc(CCC(=O)N(c2nnc(-c3cccnc3)s2)C(C)C)cc1 | -2 | 6 | 0 | 7 | 98 | 99 | 97 | -2 | -5 | 1.3 | 11
O=C(NCCCc1ccccc1)c1ccccc1 | -9 | 10 | -7 | -3 | 102 | 104 | 105 | -10 | -16 | 0.6 | 28
CCOC(=O)c1ccc(S(=O)(=O)Nc2cc(C(=O)O)ccc2Cl)cc1 | 0 | 10 | 0 | -1 | 103 | 102 | ? | -4 | -5 | 2.8 | 13
COCC1CCCN(Cc2cn(Cc3ccccc3)nc2-c2cc3ccccc3o2)C1 (stereo not given) | 0 | 0 | -3 | -4 | 101 | 103 | 103 | -5 | -7 | 3.2 | 11
CC(C)(C)NC(=O)c1cnn2c1NC(c1ccc(F)cc1)CC2C(F)(F)F (stereo not given) | -14 | 5 | -6 | 0 | 105 | 105 | 108 | -8 | -14 | 1.4 | 9
O=Cc1cn(CCC(=O)O)nc1-c1cc2ccccc2o1 | -1 | -2 | -2 | -4 | 109 | 106 | 103 | -4 | -1 | -0.2 | 21
COc1ccc(NS(=O)(=O)c2cccc(NC(=O)NCCCl)c2)cc1 | -2 | -1 | 1 | -2 | 102 | 103 | 104 | -1 | -5 | -0.1 | 17
CC1(C)CC(=O)C/C(=N/NC(=O)c2ccc(-c3ccccc3)cc2)C1 | -7 | -1 | -3 | -1 | 98 | 101 | ? | -7 | -6 | -0.1 | 13
COc1ccc(Nc2oc(COc3ccc(C)cc3)nc2C#N)cc1 | ? | 1 | nt | nt | 96 | 102 | 96 | nt | nt | -0.6 | 28
COc1ccc(-c2c(C)n([O-])c3c([n+]2=O)CCCC3)cc1 | -4 | 1 | 2 | -1 | 101 | 104 | 100 | 0 | 0 | 0.2 | 12
O=C(CSc1nnc(-c2ccc(F)cc2)c2ccccc12)Nc1ccccc1Cl | -1 | 6 | -4 | -8 | 109 | 104 | 105 | -5 | -12 | 0.6 | 15
CCC(CC)C(=O)Nc1cc(NC(=O)C(CC)CC)cc(C(=O)O)c1 | -6 | 1 | -11 | -2 | 102 | 100 | 102 | -7 | -11 | 0.3 | 36
COC(=O)c1ccccc1OCC(=O)N1CCN(c2ccc(Cl)cc2)CC1 | -6 | 7 | -1 | 0 | 349*[activator] | 132 | 290*[activator] | -4 | -3 | 1.0 | 27
O=C(CSC(=S)N1CCCCC1)c1ccccc1 | 0 | 1 | -1 | -1 | 99 | 101 | 98 | -5 | -3 | 0.2 | 10
O=C(CCCC(=O)N(CC(=O)NC1CCCC1)Cc1ccc2c(c1)OCO2)Nc1ccccn1 | -5 | 2 | 0 | 0 | 98 | 102 | 97 | -4 | -1 | 0.2 | 14

3 entries from above, reformatted:
structure	Bcl-2 Bim block	ABCG2 block	Bcl-XL Bim block	Bim-Bcl-W	RGS4-Gao reg	RGS8-Gao reg	RGS7-Gao	Bim-Bcl-B	Bim-Bfl-1	ABCB1 block	GSH bead fluor
COc1ccc(Nc2oc(COc3ccc(C)cc3)nc2C#N)cc1	?	1	nt	nt	96	102	96	nt	nt	-0.6	28
COc1ccc(-c2c(C)n([O-])c3c([n+]2=O)CCCC3)cc1	-4	1	2	-1	101	104	100	0	0	0.2	12
O=C(CSc1nnc(-c2ccc(F)cc2)c2ccccc12)Nc1ccccc1Cl	-1	6	-4	-8	109	104	105	-5	-12	0.6	15

(cont.)
SMILES | Bcl-2 Bim block | ABCG2 block | Bcl-XL Bim block | Bim-Bcl-W | RGS4-Gao reg | RGS8-Gao reg | RGS7-Gao | Bim-Bcl-B | Bim-Bfl-1 | ABCB1 block | GSH bead fluor
COC(=O)c1sccc1NC(=O)/C=C/C(=O)O | -2 | 1 | -1 | 0 | 104 | 107 | 112 | 0 | -4 | 0.5 | 12
COc1ccccc1C1c2c(C)nn(-c3ccccc3)c2NC(=O)C1NC(=O)c1ccccc1 (stereo not given) | -3 | 4 | -2 | 0 | 100 | 92 | 102 | 0 | -1 | 6.8 | 6
CNC(=O)COC(=O)COc1ccc2c(C)cc(=O)oc2c1 | -1 | 7 | 0 | 0 | 107 | 105 | ? | -2 | -6 | 1.3 | 12
O=C(CSc1ccc([N+](=O)[O-])cn1)Nc1ccc2c(c1)OCCO2 | 1 | 7 | -5 | 0 | 103 | 100 | 102 | -13 | 0 | 0.5 | 22
CCOC(=O)c1cnn(CCOC(=O)Cc2cccs2)c1NC(=O)Cc1cccs1 | -2 | -2 | -1 | -3 | 92 | 98 | 92 | 0 | -5 | -5.4 | 29
CCC(C)(NC(=O)c1ccccc1)C(=O)O (stereo not given) | 0 | 4 | -6 | -3 | 101 | 104 | 103 | -4 | -4 | 0.4 | 10
Cc1ccc(C)c(CN2CCNC2=O)c1 | -3 | 0 | 0 | -2 | 20* | 13* | 15* | -2 | -6 | -0.1 | 16
CCOC(=O)C1(Cc2ccc(Cl)cc2)CCN(C(=O)c2cscn2)CC1 | -5 | 3 | -1 | 0 | 98 | 100 | 100 | -3 | -6 | 0.6 | 13
COc1cc(C(=O)N2CCN(c3ccc(C)cc3C)CC2)cc(OC)c1OC | 0 | 4 | 2 | 3 | 100 | 111 | 105 | 0 | 2 | 0.7 | 18
CCn1c(O)c(C=Nc2ccccc2)oc1=S | -3 | -1 | 0 | 0 | 102 | 103 | 107 | -6 | -6 | -2.2 | 34
COCCN(Cc1cc2cc(C)ccc2n2nnnc12)C(=S)Nc1cccc(C)c1 | -1 | 1 | -2 | 0 | 110 | 107 | 114 | -8 | 0 | 1.1 | 21
CCCS(=O)(=O)N1CCN(Cc2ccccc2OCC)CC1 | -10 | -2 | -5 | -1 | 103 | 103 | 101 | -5 | -16 | 0.3 | 19
Cc1cc(N2CCOCC2)n2nc(-c3cccc(F)c3)cc2n1 | -5 | 36 | -10 | -5 | 97 | 101 | 98 | -8 | -19 | -0.5 | 23
Nc1c(Cl)cc(Cl)cc1C(=O)OCC(=O)NC1CC1 | -4 | 29 | -3 | 0 | 100 | 100 | 100 | -4 | -15 | 1.4 | 22
CN(Cc1ccccc1)C(=O)c1nc2ccccn2c1CNCCOc1cccnc1 | 0 | 1 | 2 | 8 | 102 | 101 | 99 | 1 | -2 | 0.7 | 10
CCOc1ccc(NC(=O)CSc2nnc(C)n2CC2CCCO2)cc1 (stereo not given) | -8 | -1 | -5 | -3 | 105 | 103 | 105 | -7 | -11 | 0.0 | 39
O=C(CCCCCn1c(=S)[nH]c2ccc(N3CCOCC3)cc2c1=O)NC1CCN(Cc2ccccc2)CC1 | 3 | 7 | -2 | 0 | 102 | 101 | 103 | -6 | 0 | -0.7 | 20
CN(C)c1ccc(/C=C2\SC(=O)N(CC(O)Cn3c4ccccc4c4ccccc43)C2=O)cc1 (stereo not given) | 7 | 3 | 5 | 4 | 98 | 101 | 93 | 5 | 2 | 1.5 | 13
COC(=O)C1=C(O)/C(=C\c2cc(C)n(-c3ccc(F)cc3)c2C)N=C1C | 0 | 9 | -3 | -5 | 97 | 101 | 102 | -5 | -3 | 0.6 | 10
